DRD3 agonist: activates the human D3 dopamine receptor; P35462; D3R DiscoveRx beta-arrestin cells, luminescence, 90 min; max activation, %; 410,000 compounds, 0.58% hits; in the data active means max activation above about 30%; further: 0% is about no effect; mostly tested at two doses, the higher about 12 µM
Target sequence (P35462 whole entry, looked up): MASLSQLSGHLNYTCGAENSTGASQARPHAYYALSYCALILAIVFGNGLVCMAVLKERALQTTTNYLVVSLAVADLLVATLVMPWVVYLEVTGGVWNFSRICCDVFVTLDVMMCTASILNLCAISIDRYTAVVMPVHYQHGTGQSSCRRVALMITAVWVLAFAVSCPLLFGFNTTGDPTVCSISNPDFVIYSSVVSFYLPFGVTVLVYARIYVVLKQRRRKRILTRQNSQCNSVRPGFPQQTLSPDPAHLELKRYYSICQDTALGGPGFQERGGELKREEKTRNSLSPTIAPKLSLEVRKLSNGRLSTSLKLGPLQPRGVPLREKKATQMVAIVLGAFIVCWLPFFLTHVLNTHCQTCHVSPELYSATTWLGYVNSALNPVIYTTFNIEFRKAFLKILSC
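Agonist mode: compounds and dopamine controls were applied to plated cells for 90 min at 37 degrees C after an overnight attachment at 1500 cells/well. Luminescent read-out followed 30 - 60 minutes at room temperature with DiscoveRx detection reagent.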
MCF10A rereplic: inducers of DNA re-replication in MCF 10A breast cells. MCF 10A DNA re-replication, Hoechst nuclear intensity, 48 h. 350,000 compounds, 2.9% hits. AID 624296. Potency, µM (highest dose often 46.1 µM), without a hit: at the top dose activity, positive = re-replication, most hits filed as activators; further: potency means the concentration at half of the fitted maximal effect; % of control where 0% means no effect; nearly all actives have a fitted effect of over 50% in size
HT1080NT lethal: kills 2HG-producing HT-1080-NT fibrosarcoma cells; HT-1080-NT fibrosarcoma viability, CellTiter-Glo ATP luminescence, 48 h; Potency, µM (top dose mostly 46.1 µM), for the others: at the top dose activity, negative = less viability, actives largely listed as cytotoxic; 360,000 compounds, 1.6% hits; AID 686970;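 further: NT is the 2HG producing partner of a matched IDH1 knockdown line; potency means the concentration at half of the fitted maximal effect; 0% = DMSO-treated cells and -100% = media-only wells without cells; nearly all actives have a fitted effect of over 55% in size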
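Toxicity toward the 2HG-producing NT line was scored as %Activity, normalised to DMSO and no-cell wells, from CellTiter-Glo luminescence after 48 hours' treatment.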
GLP1R cytotox: cytotoxicity in counter-screen for GLP-1R inverse agonists; HEK293 cAMP-luciferase reporter cells, luminescence, 24 h; Potency, µM (series often up to 38.3 µM), without a hit: at the top dose activity change, negative = inhibition, hits mostly inhibitors; 410,000 compounds, 0.13% hits; AID 624418;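 further: loss of luciferase light is scored as toxicity; potency means the concentration at half of the fitted maximal effect; on the % scale 0 is the no-effect control and ±100 the full control effect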
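MLSMR compounds, 24 hr on cells at 37 deg C/5% CO2; luminescence after luciferase reagent (12 min RT). Inhibition counted as the undesired cytotoxic outcome.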
IL1B secr inh: inflammasome signaling inhibition, IL-1 beta readout; THP-1 LPS/ATP IL-1B secretion, AlphaLISA, 16 h; stronger effect = lower value; activity change, % at 57.5 µM; 360,000 compounds, 4.7% hits; in the data active means activity change below about -50%; inconclusive means mostly about -30% to -49%; further: on the % scale 0 is the no-effect control and ±100 the full control effect
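Secreted IL-1B measured by AlphaLISA bead assay after 16 h compound exposure of THP-1 cells; compounds (final up to 57.5 uM) added 1 h before LPS (250 ng/mL) and ATP (1.25 mM) stimulation; lower signal means less secretion.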
KB-V1 MDR tox: kills drug-selected multidrug resistant KB-V1 cells; KB-V1 MDR cells viability, CellTiter-Glo, 72 h; 400,000 compounds, 3.4% hits; Potency, µM (series often up to 46.1 µM), for inactives: top-dose activity change, negative = cytotoxicity, actives largely listed as cytotoxic; further: potency means the concentration at half of the fitted maximal effect; on the % scale 0 is the no-effect control and ±100 the full control effect; nearly all actives have a fitted effect of over 60% in size
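Drug-selected KB-V1 cells, grown in DMEM lacking phenol red with 10% FBS, receive compound titrations; after three days at 37 degrees C, surviving cell ATP is quantified by CellTiter-Glo luminescence and responses normalized and curve-fitted.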
HT1080 IDH1KD tx: toxicity to HT-1080 IDH1 knockdown cells (counter line). HT-1080 IDH1 knockdown viability, ATP luminescence, 48 h. Potency, µM (series often up to 46.1 µM), for inactives: at the highest dose activity, negative = toxicity, usual class: cytotoxic. 360,000 compounds, 2% hits;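 further: potency means the concentration at half of the fitted maximal effect; 0% = DMSO wells and -100% = cell-free medium wells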
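Cytotoxicity counter-line: IDH1KD HT-1080, 48 h, CellTiter-Glo. Curves classed by r2, magnitude and activity.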
KB-3-1 cytotox: KB-3-1 parental cell cytotoxicity; KB-3-1 viability, CellTiter-Glo ATP luminescence, 72 h; Potency, µM (highest dose often 46.1 µM), for inactives: at the top dose activity change, negative = cytotoxic, usual class: cytotoxic; 400,000 compounds, 1.4% hits; AID 1347075; further: potency means the concentration at half of the fitted maximal effect; on the % scale 0 is the no-effect control and ±100 the full control effect; nearly all actives have a fitted effect of over 60% in size
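Luminescent ATP read-out (CellTiter-Glo) measures survival of drug-naive KB-3-1 cells after 72 h compound exposure at 37 °C. Titration series was screened from lowest to highest concentration, with DMSO vehicle plates as background controls.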
SW480 rereplic: inducers of DNA re-replication in SW480 colon cancer cells; SW480 DNA re-replication, Hoechst DNA content imaging, 48 h; Potency, µM (highest dose often 46.1 µM), for inactives: at the highest dose re-replication activation, most hits filed as activators; 340,000 compounds, 1.8% hits; further: potency means the concentration at half of the fitted maximal effect; % of control where 0% means no effect; nearly all actives have a fitted effect of over 55% in size
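Cells (250 per well) received 23 nL compound or DMSO by pin tool and were kept 48 hr at 37 C, 5% CO2. Nuclei were then stained with Hoechst for 40 min and scanned for DNA content.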
Numbers without * were called inactive; ? = inconclusive; / = not tested or not shown; & = joins results of further samples; [ ] = dose if it differs, or a comment. Unless noted, the call rests on the fitted dose curve; in most records, active means well fitted curve in the direction sought with a large enough effect; inconclusive means small, poorly fitted or top-dose-only effect, or another doubt; inactive means no such curve, though single readings can be large; an effect the other way counts as inactive or inconclusive.

No.	SMILES	DRD3 agonist	MCF10A rereplic	HT1080NT lethal	GLP1R cytotox	IL1B secr inh	KB-V1 MDR tox	HT1080 IDH1KD tx	KB-3-1 cytotox	SW480 rereplic
1	CC(=O)Nc1ccc(S(=O)(=O)N2CCN(S(=O)(=O)N3CCC(C)CC3)CC2)cc1	-3	-10%	2%	-6%	19	?	6%	-5%	13%
2	CCN(Cc1ccccc1)C(=O)CSc1nncn1C	11	-24%	10%	-2%	2	15%	3%	4%	?
3	CC(C)CNS(=O)(=O)c1cc(C(=O)N2CC(C)OC(C)C2)c(Cl)cc1Cl (stereo not drawn)	5	18%	12%	-24%	-1	?	-4%	-11%	-2%
4	CC(C)(C)OC(=O)N1CCC(c2c(C(=O)O)cnn2-c2ccc(Cl)cc2)CC1	-12	0%	1%	4%	25	?	-1%	?	1%
5	CC(=O)C1=C(O)C(=O)N(Cc2ccccc2)C1c1ccco1 (stereo not drawn)	-2	2%	9%	-9%	-1	3%	2%	-14%	-3%
6	CCc1nc2c(OCc3ccc(C(F)(F)F)cc3)cccn2c1N(C=O)Cc1ccc(OC)cc1	11	/	?	-1%	-72*	?	?	?	/
7	O=C(CN1C(=O)COc2ccccc21)NCCN1CCC(Cc2ccccc2)CC1	-29	-1%	-1%	?	-19	13%	-10%	-31%	-1%
8	CN(C)CCCN(C(=O)C1COc2ccccc2O1)c1nc2ccc(F)cc2s1 (stereo not drawn)	2	23%	12%	-2%	-10	17%	8%	1%	-6%
9	O=C(Nc1ccc(S(=O)(=O)Nc2nccs2)cc1)C(F)(F)F	9	-8%	20%	-27%	2	28%	5%	15%	-91%[inhibitor]
10	CC(=O)Nc1ccc(NC(=O)C(C)OC(=O)CC2CCCC2)cc1 (stereo not drawn)	-7	-6%	0%	2%	-5	-16%	3%	-4%	-5%
11	COC(=O)C(C(=O)OC)c1ccc(-n2cccc2)cc1	10	8%	1%	7%	-28	-5%	1%	-2%	?
12	CN(c1ccccc1)S(=O)(=O)c1ccc(NC(=S)NC(=O)C2CC2)cc1	-6	0%	-14%	-14%	-11	?	0%	-2%	-3%
13	Cc1cccc(C)c1NC(=O)c1cc(S(=O)(=O)N2CCOCC2)ccc1F	-16	1%	5%	11%	-9	?	6%	-12%	2%
14	CC(=O)OC1C(OC(C)=O)C2C(C)CC3OC(=O)C(C)C3CC2(C)C1OC(C)=O (stereo not drawn)	-13	/	3%	5%	12	-13%	0%	18%	/
15	CCOc1ccccc1N1CC(c2nc3ccccc3n2CCOc2ccccc2OC)CC1=O (stereo not drawn)	-2	/	/	0%	/	?	/	0%	/
16	CC(C)(C)OC(=O)N/N=C/c1cc(N=Nc2ccccc2)ccc1O	10	?	-4%	-30%	-11	0%	?	?	-4%
17	O=C(NCCCn1ccnc1)c1ccc(N2CCCCCC2)c([N+](=O)[O-])c1	-17	?	23µM*	-1%	-17	-8%	5.8µM*	-1%	?
18	CNC(=O)C1Cc2c(-c3ccc4c(c3)OCO4)ccnc2O1 (stereo not drawn)	-9	/	-2%	-9%	-10	-3%	-1%	0%	/
19	COc1cccc(CNC(=O)CCCn2ncn3c(cc4occc43)c2=O)c1	-5&5	-1%	22%	-7%&-2%	1	-4%	0%	10%	-4%
20	CNC(=O)c1sc(-c2ccc(Cl)cc2)nc1C	4	-1%	11%	13%	-18	11%	5%	4%	-8%
21	COc1ccc(OC)c(NC(=O)NNC(=O)COc2ccc(-c3ccccc3)cc2)c1	-16	4%	4%	22%	-11	/	-1%	/	-8%
22	CC1CC(=S)Nc2ccccc2N1C(=O)Nc1ccccc1 (stereo not drawn)	-11	0%	18%	-3%	11	17%	20%	2%	-2%
23	Cn1cc(Cl)c(C(=O)N/N=C/c2ccc3c4c(cccc24)CC3)n1	0	2%	-17%	0%	-12	-3%	-4%	-1%	-3%
24	O=C(CCCc1ccccc1)NC1CC1	6	10%	6%	-4%	33	7%	9%	0%	-6%
25	O=C(Nc1ccccc1)c1cccc(S(=O)(=O)Nc2cccc(F)c2)c1	9	/	/	1%	/	-2%	/	0%	/
26	C#CCOC(=O)C[N+](C)(C)C/C=C/c1ccccc1	4	?	15%	6%	26	3%	16%	-4%	3%
27	CC(=O)c1ccc(NC(=O)CN(C)S(=O)(=O)c2cc3c(cc2C)NC(=O)CO3)cc1	4	/	/	-6%	/	-1%	/	3%	/
28	C=C(C)C(=O)Nc1cccc(C2=NOC3(C2)C[C@H](C(N)=O)N(C(=O)/C=C/C)C3)c1 (stereo partly drawn)	-5	-4%	2%	-3%	16	9%	3%	9%	15%
29	CCOC(=O)N1CCN(C(=O)COC(=O)c2cccc(C)c2[N+](=O)[O-])CC1	0	0%	2%	-12%	22	1%	-2%	11%	-15%
30	O=C(Cn1ncc2c3ccccc3n(Cc3ccc(F)cc3)c2c1=O)NC1CCCCCC1	-2	/	/	14%	/	0%	/	-5%	/

Part of the list above, screen by screen:
(28) C=C(C)C(=O)Nc1cccc(C2=NOC3(C2)C[C@H](C(N)=O)N(C(=O)/C=C/C)C3)c1 (stereo partly drawn)
(15) CCOc1ccccc1N1CC(c2nc3ccccc3n2CCOc2ccccc2OC)CC1=O (stereo not drawn)
compound no.	28	15
DRD3 agonist	-5	-2
MCF10A rereplic	-4%	/
HT1080NT lethal	2%	/
GLP1R cytotox	-3%	0%
IL1B secr inh	16	/
KB-V1 MDR tox	9%	?
HT1080 IDH1KD tx	3%	/
KB-3-1 cytotox	9%	0%
SW480 rereplic	15%	/

(cont.)
No.	SMILES	DRD3 agonist	MCF10A rereplic	HT1080NT lethal	GLP1R cytotox	IL1B secr inh	KB-V1 MDR tox	HT1080 IDH1KD tx	KB-3-1 cytotox	SW480 rereplic
31	COc1ccccc1-c1ccnc2c(-c3ccc(Br)cc3)c(C)nn12	1	/	/	4%	/	0%	/	-28%	/
32	Cc1cc(NC(=O)COC(=O)c2ccc(NS(=O)(=O)c3ccc(C)c(C)c3)cc2)no1	5	13%	7%	-13%	20	-2%	-15%	3%	-6%[9.22 µM]
33	COc1cccc(N2CC(C(=O)Nc3nnc(SCC(=O)N4CCOCC4)s3)CC2=O)c1 (stereo not drawn)	3	1%	10%	3%	3	-2%	10%	21%	2%
34	CCOC(=O)c1c(NC(=O)COc2cccc3c2CCN(C)C3=O)sc2c1CCC2	20	?	?	-18%	-23	?	?	-10%	-4%
35	COc1ccccc1N1CCN(CC(O)c2c(C)[nH]c3ccccc23)CC1 (stereo not drawn)	-6	18µM*	-13%	-26%	-3	-11%	-18%	-31%	?
36	COc1ccc2[nH]c3c(NCCN(C(C)C)C(C)C)ncnc3c2c1	-13	?	-27%	-4%	-57*	13%	-20%	-20%	16%
37	O=C(c1nc2nc(-c3cccs3)cc(C(F)(F)F)n2n1)N1CCN(Cc2ccccc2)CC1	2	?	-12%	13%	-18	0%	1%	?	-15%
38	CC1CN(C)C(c2ccccc2)C(C)C12NC(=O)NC2=O (stereo not drawn)	-13	-6%	-1%	6%	-7	5%	11%	5%	-3%
39	Cc1nn(-c2ccc(F)cc2)c(-n2cccc2)c1C(=O)N1CCN(C(=O)c2ccco2)CC1	2	4%	-2%	-7%	23	-21%	-1%	-10%	4%
40	O=C(O)CCn1cc(/C=C2\SC(=S)NC2=O)c(-c2ccccc2)n1	5	2%	9%	?	-4	9%	11%	8%	6%
41	Cc1ccc(NC(=O)COC(=O)[C@H](C)NC(N)=O)c(C)c1	-2	-1%	-3%	1%	13	4%	-4%	-1%	-48%[inhibitor]
42	O=C(Nn1cc(C(=O)Nc2ccc(F)cc2F)c2ccccc2c1=O)c1cnccn1	-5	?	-14%	2%[7.66 µM]	37	?	?	?	38%
43	CC1(C(=O)OCC(=O)Nc2ccccc2Cl)CC1(Cl)Cl (stereo not drawn)	2	-3%	1%	1%	-15	-4%	0%	18%	0%
44	O=C(NCCN1CCN(c2cccc(Cl)c2)CC1)Nc1ccccc1C(F)(F)F	-18	/	/	1%	/	-11%	/	-15%	/
45	COc1ccc(C2OCC(C)(C)CO2)cc1OC	6	0%	7%	2%	8	?	7%	3%	5%
46	Cc1cc(C(C)(C)C)cc(C)c1CC1=NCCN1	0&-14	11%	-4%	6%	-26	-1%	-13%	-1%	-9%
47	O=CNC1CCCc2c1[nH]c1ccc(Cl)cc21 (stereo not drawn)	2	?	-3%	-3%	0	?	4%	?	1%
48	CCOC(=O)CSc1nc2cccnc2n1C	-3	0%	29%	11%	-10	11%	27%	12%	-138%[inhibitor]
49	COc1ccc2c(c1)c1c(c(=O)n(-c3ccc(C)cc3)c(=O)n1CC(=O)NCC1CCCO1)n2C (stereo not drawn)	0	/	13%	-20%	37	8%	14%	-2%	/
50	Cc1cnc(C(=O)OCC(=O)N2C(C)CCCC2C)cn1 (stereo not drawn)	1	-2%	-4%	0%	-1	6%	-7%	6%	-6%
51	CC1(C)CC2CC(C)(CN2/C=C2/CCCCC2=O)C1 (stereo not drawn)	10	8%	12%	7%	42	-13%	0%	10%	3%
52	Cc1ccc(/C=N/NC(=O)c2cccc(NC(=O)c3ccccc3C)c2)o1	2	-45%[inhibitor]	2%	-3%	0	-17%	1%	-6%	-33%
53	Cn1c(=O)c2c(ncn2CC(O)CNc2ccc(Br)cc2)n(C)c1=O (stereo not drawn)	6	1%	-9%	-3%	17	0%	2%	-10%	-9%
54	Cc1cc(=O)oc2cc(NC(=O)c3ccc(OC(F)F)cc3)ccc12	-2	1%	?	7%	-8	0%	27%	-1%	?
55	CCN(CC(=O)NCc1ccc(Cl)cc1)C(=O)c1cc2ccccc2o1	12	4%	-18%	8%	-3	?	-14%	-4%	-13%
56	O=C(/C(=C\c1ccccc1)c1nc2ccccc2[nH]1)c1ccc(Cl)cc1	-3	4.1µM*	3.7µM*	?	-100*	?	3.3µM*	?	?
57	O=C(Nc1ccc(C(=O)N2CCN(c3ccccn3)CC2)cc1)c1ccc(Br)o1	-7	11%	13%	-20%	?	-14%	11%	15%	-10%
58	O=C(Nc1cccc(O)c1)c1ccc(S(=O)(=O)N2CCCCCC2)cc1	-2	3%	1%	?	?	12%	-16%	4%	-11%

Assay outcomes as filed in PubChem.
